GLA spleen mod: inhibits or activates alpha-galactosidase in human spleen homogenate; human spleen homogenate, 4MU-alpha-Gal fluorescence, 40 min; Potency, µM (highest dose often 80 µM), inactives show at the highest dose activity change, negative = inhibition, hits mostly inhibitors; 240,000 tested, 0.008% active;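 also: potency is read from the fitted curve at half-maximal effect; 0% = enzyme with vehicle and -100% = no enzyme basal signal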
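Fluorogenic readout (Ex 365/Em 440 nm) of 4-methylumbelliferone released from 1 mM 4-MU-alpha-galactoside by spleen homogenate, 40 min at 37C, pH 5.0. Data normalized to no-enzyme and enzyme controls; Hill-equation AC50 from compound titrations.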
Epigenetic derep: epigenetic control regulation, reporter derepression; AID 1865; 280,000 tested, 0.2% active; Potency, µM (series often up to 53.9 µM), inactives show top-dose GFP activation, actives largely listed as activators; murine LDR cells, GFP reporter derepression, 30 h; also: potency is read from the fitted curve at half-maximal effect; % of control where 0% means no effect; nearly all actives have a fitted effect of over 60% in size
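Reporter derepression read as number of fluorescent GFP-positive objects, 20-120 um in size, counted by laser-scanning cytometer. Mouse LDR line with an epigenetically silenced CMV-GFP locus; compound incubation 30 h, 37 C.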
CBFb-RUNX1 inh: blocks binding between human CBF-beta and RUNX1 | Potency, µM (series often up to 59.8 µM), without a hit: at the highest dose activity, negative = inhibition, actives largely listed as inhibitors | AlphaScreen CBFb-His/RUNX1-biotin binding, biochemical | AID 1477 | 230,000 tested, under 10 active | Q01196+Q13951; also: % of control where 0% means no effect
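CBF-beta (His) and RUNX1 (biotin), 30 nM each; 20 min preassociation; + compound, 15 min; + beads 50 ng each (Ni, streptavidin), 90 min; RT; AlphaScreen read.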
TRb SRC2 PPI: inhibitors of human thyroid hormone receptor beta-SRC2 interaction; TRbeta-SRC2 peptide binding, fluorescence polarization; receptor liganded with 1 µM T3; Potency, µM (series often up to 106 µM), for the others: at the top dose activity change, negative = inhibition, most hits filed as inhibitors; 280,000 tested, 0.065% active; AID 1469;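 also: potency is read from the fitted curve at half-maximal effect; plate controls were bound peptide for no effect and peptide without receptor for full effect; nearly all actives have a fitted effect of over 50% in size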
Target sequence (P10828 whole entry, looked up): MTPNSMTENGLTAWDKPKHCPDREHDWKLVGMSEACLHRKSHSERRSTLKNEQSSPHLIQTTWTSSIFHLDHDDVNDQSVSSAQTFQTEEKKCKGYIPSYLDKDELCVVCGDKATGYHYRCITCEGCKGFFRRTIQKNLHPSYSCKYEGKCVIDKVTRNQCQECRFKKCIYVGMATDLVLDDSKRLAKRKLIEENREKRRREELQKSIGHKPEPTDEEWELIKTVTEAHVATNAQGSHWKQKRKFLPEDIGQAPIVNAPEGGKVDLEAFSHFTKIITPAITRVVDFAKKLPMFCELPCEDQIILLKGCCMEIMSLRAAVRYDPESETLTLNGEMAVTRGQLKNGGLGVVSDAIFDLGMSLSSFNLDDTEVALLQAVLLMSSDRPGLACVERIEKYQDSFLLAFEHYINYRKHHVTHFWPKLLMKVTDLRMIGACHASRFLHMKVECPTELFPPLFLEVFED
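Polarization signal, normalized between peptide-alone and full complex controls, measured compound effects on T3-liganded human TRb LBD (0.6 uM) binding 20 nM Texas Red SRC2 peptide after 5 hr.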
NPSR antag: blocks cAMP signaling of the human neuropeptide S receptor | Q6W5P4 | CHO-NPSR cells, cAMP TR-FRET, antagonist mode | Potency, µM (top dose mostly 38.3 µM), inactives show at the highest dose activity change, negative = inhibition, usual class: inhibitors | 220,000 tested, 1% active | AID 1461; also: potency is read from the fitted curve at half-maximal effect; % is scaled to controls: 0 for no effect and ±100 for the full control effect; nearly all actives have a fitted effect of over 50% in size; many of its hits are not listed in these tables
Target sequence (Q6W5P4 whole entry, looked up): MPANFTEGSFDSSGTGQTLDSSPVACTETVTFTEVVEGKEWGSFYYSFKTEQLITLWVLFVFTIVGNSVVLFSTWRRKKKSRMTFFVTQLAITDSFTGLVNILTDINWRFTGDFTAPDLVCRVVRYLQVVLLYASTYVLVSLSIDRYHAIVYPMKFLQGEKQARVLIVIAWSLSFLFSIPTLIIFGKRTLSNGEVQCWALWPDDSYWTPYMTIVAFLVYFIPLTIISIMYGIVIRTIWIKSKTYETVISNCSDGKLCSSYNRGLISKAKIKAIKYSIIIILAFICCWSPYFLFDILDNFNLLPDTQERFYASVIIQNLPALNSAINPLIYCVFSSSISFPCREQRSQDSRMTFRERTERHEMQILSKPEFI
TexasRed fluor: Texas Red fluorescence interference in TRb-SRC2 counter-screen; TRb/SRC2 Texas Red total fluorescence interference; Potency, µM (top dose mostly 106 µM), for the others: at the highest dose fluorescence change, negative = quenching; 280,000 tested, 0.29% active; AID 1479; active = well fitted curve in either direction with a large enough effect; inconclusive = small, poorly fitted or top-dose-only effect; also: potency is read from the fitted curve at half-maximal effect; % is scaled to controls: 0 for no effect and ±100 for the full control effect
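Human TRb ligand-binding domain at 0.6 uM with 20 nM Texas Red SRC2 peptide in Tris buffer containing 1 uM T3 and 5% DMSO, incubated with compound 5 h at ambient temperature. Total fluorescence (555/632 nm) calculated as parallel + 2 × perpendicular.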
Tau FP inhib: blocks human tau fibril formation measured by polarization; K18 P301L tau heparin fibrillization, Alexa594 FP, 6 h; Potency, µM (highest dose often 57.7 µM), for the others: at the highest dose activity, negative = inhibition, most hits filed as inhibitors; 280,000 tested, 0.39% active; AID 1468; also: potency is read from the fitted curve at half-maximal effect; % is scaled to controls: 0 for no effect and ±100 for the full control effect; nearly all actives have a fitted effect of over 55% in size
Target sequence (P10636 561-689 P618L limits assumed): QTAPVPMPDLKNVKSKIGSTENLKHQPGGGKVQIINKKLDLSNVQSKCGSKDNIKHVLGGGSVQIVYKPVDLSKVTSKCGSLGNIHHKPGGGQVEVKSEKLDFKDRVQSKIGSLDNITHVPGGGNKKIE
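FP of Alexa 594-tau after heparin (20 uM) induction. Substrate: human K18 P301L, 15 uM unlabeled, 0.24 uM labeled. Buffer 100 mM sodium acetate pH 7. 6 hr, 37 C.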
Tau fluor cs: counter-screen for tau fibril formation inhibitors; tau K18 P301L Alexa594 fluorescence, heparin fibrillization; Potency, µM (doses to about 57.7 µM), for inactives: at the top dose activity change, negative = decrease; 280,000 tested, 0.93% active; AID 1463; also: potency is read from the fitted curve at half-maximal effect; % is scaled to controls: 0 for no effect and ±100 for the full control effect; nearly all actives have a fitted effect of over 55% in size
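Human tau K18 P301L (15 uM unlabeled, 0.24 uM Alexa 594-labeled) in 100 mM sodium acetate pH 7 with 20 uM heparin, 6 hr at 37 C. ThT 30 uM added, 1 hr ambient; Alexa 594 FP and total fluorescence read at 555/632 nm.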
An asterisk follows results filed as active; ? = inconclusive; . = not tested or not shown; & = joins results of further samples; [ ] = dose if it differs, or a comment. Unless noted, calls follow the shape of the dose curve; as a rule, active = well fitted curve in the direction sought with a large enough effect; inconclusive = small, poorly fitted or top-dose-only effect, or another doubt; inactive = no such curve, though single readings can be large; an effect the other way counts as inactive or inconclusive. The list is partial (hit frequency here may not be typical).

smiles	GLA spleen mod	Epigenetic derep	CBFb-RUNX1 inh	TRb SRC2 PPI	NPSR antag	TexasRed fluor	Tau FP inhib	Tau fluor cs
COc1ccccc1CNC(=O)CCn1c(=O)c2ccccc2n(CC(=O)Nc2cc(Cl)ccc2C)c1=O	.	12%	.	-5%	.	6%	-16%	6%
CCCCNC(=S)N1CCN(Cc2ccc3c(c2)OCO3)CC1	1%	-7.9%	14%	-2%	8%	0%	8%	-4%
Cc1nn(Cc2ccccc2)c(C)c1/C=N/NC(=O)c1ccccc1O	0%	-1.2%	1%	3%	-13%	0%	-4%	-25%
CC(C)OC(=O)CSc1nc2cccnc2n1C1CCCCC1	-1%	0.2%	18%	-7%	-13%[46.1 µM]	-3%	6%	4%
CC(C)Nc1nc(SC(C)C(=O)Nc2ccccc2)nc(N(C)C)n1 (stereo not given)	-23%	0.0%	-10%	4%	-22%	0%	0%	-14%
COc1ccc(C2/C=C\CN(S(=O)(=O)c3cccs3)CC(=O)N2Cc2ccc(F)cc2)cc1 (stereo not given)	6%&2%	0.9%	7%&13%	1%&0%	-37%	1%&2%	-2%	3%
CC(C)C(=O)NC(=S)Nc1ccccn1	1%	-1.0%	3%	0%	-11%[46.1 µM]	1%	4%	-14%
COc1ccc(S(=O)(=O)c2cn(CC(=O)Nc3ccccc3)c3ccc(Cl)cc3c2=O)cc1	.	?	.	-4%	.	1%	-12%	-19%
O=C(NCCc1ccncc1)Nc1ccccc1	-3%	-0.8%	-4%	5%	5%[46.1 µM]	-2%	3%	2%
FC(F)(F)c1nc(-c2ccccc2)ncc1-c1nnnn1-c1ccccc1	7%	?	?	-5%	?	-1%	3%	-26%
O=C(Nc1cccc(C(F)(F)F)c1)c1ccc(F)c(S(=O)(=O)N2CCc3ccccc3C2)c1	.	3.5%	.	6%	.	-1%	?	?
CC(O)(C#CCN1CCCCCC1)c1ccccc1 (stereo not given)	-3%	1.1%	-8%	0%	-13%	-2%	-7%	-11%
COc1ccc(OC)c(NC(=O)N2CCCC(C)C2)c1 (stereo not given)	14%	0.6%	-2%	7%	1%	-1%	4%	-3%
N/N=C(/Cc1nc2ccccc2[nH]1)c1ccc([N+](=O)[O-])cc1	1%	-3.4%	?	-12%	-6%	-2%	-3%	-30%
CC1CN(c2nc3ccccn3c(=O)c2C=O)CC(C)O1 (stereo not given)	4%	0.5%	1%	11%[53 µM]	4%	-1%[53 µM]	-3%	2%
Cc1ccnc(NC(=O)/C=C/c2ccccc2Cl)c1	2%	-1.8%	0%	-7%	-13%	-3%	6%	-18%
CCOC(=O)Cc1nnc(NC(=O)CSc2nnc3c(n2)[nH]c2ccccc23)s1	1%	2.7%	-4%	0%	-22%	-6%	-11%	-29%
COc1cc(C(=O)Nc2nnc(S(=O)(=O)N(C)c3ccccc3)s2)cc(OC)c1OC	.	10µM*	.	-5%	.	8%	-15%	-3%
Cc1ccn(-c2ccc([N+](=O)[O-])cc2)n1	1%	0.0%	5%	3%	0%[46.1 µM]	-2%	-5%	0%
COc1ccc(CCNCC2C(Oc3ccc(Cl)cc3)C(=O)N2c2ccccc2C)cc1OC (stereo not given)	1%	1.1%	-12%	-2%	-53%	-2%	-5%	-26%
Cc1ccc(C(=O)NC(=S)N2CCN(c3ccc([N+](=O)[O-])cc3)CC2)cc1	3%	-3.0%	1%	1%	-26%	1%	-10%	-2%
COCCn1c(CCC(=O)Nc2ccc(C)c(Cl)c2)nc2cccnc21	.	6.5%	.	1%	.	-1%	-4%	-24%
Cc1ccc(N2CCN(C(=O)c3nn(C)c4c3CS(=O)(=O)c3ccccc3-4)CC2C)cc1 (stereo not given)	.	0.0%	.	3%	.	6%	-1%	-3%
CCN(CCNC(=O)CN1CCN(Cc2ccc(Cl)cc2)C1=O)c1ccccc1	-3%	-0.7%	-8%	5%	-2%[46.1 µM]	-3%	11%	-17%
Cc1nn(C(=O)c2cccc([N+](=O)[O-])c2)c(C)c1Sc1ccccc1	5%	0.0%	3%	-3%	-12%[46.1 µM]	2%	5%	-19%

8 consecutive records out of the list so far, quoted:
smiles	GLA spleen mod	Epigenetic derep	CBFb-RUNX1 inh	TRb SRC2 PPI	NPSR antag	TexasRed fluor	Tau FP inhib	Tau fluor cs
COc1ccccc1CNC(=O)CCn1c(=O)c2ccccc2n(CC(=O)Nc2cc(Cl)ccc2C)c1=O	.	12%	.	-5%	.	6%	-16%	6%
CCCCNC(=S)N1CCN(Cc2ccc3c(c2)OCO3)CC1	1%	-7.9%	14%	-2%	8%	0%	8%	-4%
Cc1nn(Cc2ccccc2)c(C)c1/C=N/NC(=O)c1ccccc1O	0%	-1.2%	1%	3%	-13%	0%	-4%	-25%
CC(C)OC(=O)CSc1nc2cccnc2n1C1CCCCC1	-1%	0.2%	18%	-7%	-13%[46.1 µM]	-3%	6%	4%
CC(C)Nc1nc(SC(C)C(=O)Nc2ccccc2)nc(N(C)C)n1 (stereo not given)	-23%	0.0%	-10%	4%	-22%	0%	0%	-14%
COc1ccc(C2/C=C\CN(S(=O)(=O)c3cccs3)CC(=O)N2Cc2ccc(F)cc2)cc1 (stereo not given)	6%&2%	0.9%	7%&13%	1%&0%	-37%	1%&2%	-2%	3%
CC(C)C(=O)NC(=S)Nc1ccccn1	1%	-1.0%	3%	0%	-11%[46.1 µM]	1%	4%	-14%
COc1ccc(S(=O)(=O)c2cn(CC(=O)Nc3ccccc3)c3ccc(Cl)cc3c2=O)cc1	.	?	.	-4%	.	1%	-12%	-19%

Further entries.
smiles	GLA spleen mod	Epigenetic derep	CBFb-RUNX1 inh	TRb SRC2 PPI	NPSR antag	TexasRed fluor	Tau FP inhib	Tau fluor cs
CCc1ccccc1NC(=O)CN(Cc1ccccc1)S(=O)(=O)c1ccc2nc(C)sc2c1	.	4.0%	.	-2%	.	0%	1%	-2%
Cc1cccc(NC(=O)c2oc3ccccc3c2NC(=O)c2cc(=O)c3cc(Cl)ccc3o2)c1	.	0.0%	.	-1%	.	-50%	-12%	-16%
COc1ccc(CCNC2=C(Cl)C(=O)N(CCc3ccccc3)C2=O)cc1OC	-3%	-2.7%	?	-2%	-28%[46.1 µM]	0%	8%	-17%
Cc1n[nH]c(=O)nc1NCCc1ccccc1	-2%	-1.4%	-3%	7%	2%[46.1 µM]	2%	4%	-8%
O=[N+]([O-])c1ccccc1/C=N/n1c(C2CCCCC2)n[nH]c1=S	3%	1.0%	8%	-12%	-36%	-2%	-6%	-2%
O=C1CSC(c2ccccn2)N1c1ccccc1F (stereo not given)	7%	-1.6%	-2%	-4%	6%	-1%	8%	-8%
CNC(=S)N1CCN(c2ccc(Cl)c(Cl)c2)CC1	-19%	0.9%	-6%	-6%	9%	-3%	5%	-28%
COc1ccc(N(C)S(=O)(=O)c2cccc(C(=O)OCC(=O)NCc3ccccc3OC)c2)cc1	?	-2.2%	5%	-3%	-16%	-4%	12%	-16%
CCOC(=O)c1c(C2COc3ccccc3O2)csc1NC(=O)c1ccccc1 (stereo not given)	4%	0.8%	4%	0%	6%[46.1 µM]	-4%	-4%	-10%
Cc1cc(N2CCCCC2)nc2ccc(NC(=O)CCC(=O)NCCC(C)C)cc12	?	-1.4%	-5%	-26%	-10%[46.1 µM]	1%	6%	-26%
Cc1ccc(C(=O)N/C(=C/c2ccc(-c3cccc([N+](=O)[O-])c3)o2)C(=O)NCCCN(C)C)cc1	-3%	-1.8%	-5%	3%	-58%	-3%	3%	-8%
O=C(O)CCNS(=O)(=O)c1ccccc1C(F)(F)F	-1%	-1.4%	23%	3%	17%	-1%	-2%	4%
Cc1ccc(Cl)cc1NC(=O)CN1C(=O)COc2ccc(S(=O)(=O)N3CCOCC3)cc21	.	?	.	3%	.	-4%	-10%	7%
CCC(C)NC(=O)c1ccc2nc(Cc3ccc(OC)cc3)oc2c1 (stereo not given)	.	-1.7%	.	8%	.	-12%	6%	3%
CCCCNC(=O)c1cccc(-n2c(C)nc3cccnc32)c1	.	-0.8%	.	0%	.	2%	-1%	2%
O=C1Nc2ccccc2OC1CC(=O)N1CCOCC1 (stereo not given)	5%	0.1%	0%	1%	-4%[46.1 µM]	1%	-1%	-3%
O=C(NCc1cccs1)C1CCC(CNS(=O)(=O)c2cccs2)CC1 (stereo not given)	0%	-0.2%	-4%	6%	-12%[46.1 µM]	-4%	2%	-10%
CC1(CCc2ccccc2)NC(=O)N(CC(=O)Nc2ccccc2)C1=O (stereo not given)	9%	1.1%	17%	0%	6%	-3%	-6%	-1%
Cc1ccc(-c2c[n+](CC(=O)c3ccc(Br)cc3)c3n2CCCCC3)cc1	?	5.2%	1%	1%	-24%	0%	-6%	-4%
Cc1noc(C)c1-c1ccc2ncnc(NCc3ccc(C(F)(F)F)o3)c2c1	-1%	.	4%	-4%	.	1%	.	.
CC(C)c1nn2c(=O)cc(COC(=O)c3ccco3)nc2s1	.	0.8%	.	-1%	.	-3%	-4%	-7%
CCn1nnnc1SCC(=O)Nc1nc2ccc(OC)cc2s1	-4%	-0.8%	-4%	-1%	2%[46.1 µM]	-4%	6%	-7%
C#CCn1c(-c2ccccc2)ccc(C#N)c1=O	-3%	2.4%	-2%	6%	-2%	-4%	5%	10%
Cc1ccc(/C(O)=C/c2nc3cc(C)ccc3oc2=O)cc1	-6%	?	-24%	-8%	-2%	-2%	-1%	-3%
CCNc1nnc(-c2ccccc2OC)s1	-2%	-0.9%	4%	1%	-9%[46.1 µM]	-4%	6%	-2%
CCOc1ccc(NC(=O)C2CC(=O)N3CCCN=C3S2)cc1 (stereo not given)	0%	1.1%	-4%	5%	-6%[46.1 µM]	-1%	0%	-11%

Screening results as filed in PubChem BioAssay.
